MT stabilizer – microtubule stabilizers in HeLa cells; HeLa tubulin immunostaining HCS, 24 h; share of cells brighter than vehicle mean+2SD; % tubulin-high responders, % at 10 µM; actives 0.83% (n = 200,000); AID 2205;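 active = plate Z-score above 3 for both tubulin-high and condensed-nucleus cell shares, with cell loss under 80%, at 10 µM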;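 note: anti alpha tubulin signal scored within the nucleus-defined area of each cell; some results filed as inactive read as strong as hits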
PMI inhibition – MPI inhibition at elevated mannose 6-phosphate – biochemical, fluorescence intensity, high mannose 6-phosphate, primary screen (AID 1220); one-dose inhibition, % at 20 µM; IC50 in µM for titrated hits; actives 0.66% (n = 190,000); recombinant PMI enzyme, coupled fluorescence intensity; higher % means a stronger effect
Ins promoter up – MIN6 insulin promoter up-regulation; MIN6 insulin promoter-GFP reporter, high-content imaging; active compounds read high; actives 0.3% (n = 190,000); z-score at 5 µM;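 active = z-score above 3 at 5 µM with at least 500 cells counted in the well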
bCat nuc transl – alters nuclear translocation of beta-catenin in HeLa cells. immunofluorescence imaging. nuclear translocation activity, % at 5 µM. actives 0.3% (n = 190,000);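 active = nuclear translocation activity above 50% at 5 µM, with a well cell count of 50 or more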;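 note: per-cell ratio of nuclear to cytoplasmic median beta-catenin stain intensity; plate controls were DMSO negative control for no effect and GSK-3 inhibitor IX positive control for full effect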
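Test system: HeLa cells, endogenous beta-catenin; Compound: single 5 µM dose plus 0.02–20 µM confirmation series; Times: compound exposure 24 h at 37°C; Signal: fluorescence imaging of beta-catenin antibody stain plus DAPI; Read-out: % activation, nuclear-to-cytoplasmic median beta-catenin signal ratio per cell.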
Autophagy mod – alters autophagy in cells | MEF GFP-LC3 puncta imaging; test concentration mostly 10 µM | calls only at 10 µM (by protocol) | actives 0.98% (n = 190,000);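 active = percentage of spot-positive cells more than 3 SD above its plate mean, without a fluorescence outlier flag or 80% toxicity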;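 note: spot-positive cell cutoff set from DMSO-treated cells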
T cell modulator – T cell immune modulation candidate; actives 0.068% (n = 330,000); 2C CD8+ T cell-vesicle binding, flow cytometry; active compounds read low; calls only at 7 µM;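 active = response, share of CD8 T cells binding vesicles, and their 90th percentile fluorescence all below set limits, cut at about 80% in these data, passing the limit was not always enough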
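Assay system – 2C mouse CD8+ T cells · Also added – QL9-loaded Drosophila micro-vesicles · Timing – Cell–vesicle co-incubation 1.5 h at 37 °C, staining 20 min on ice · Signal – flow cytometry of vesicle-bound cells · Measure – percent CD8+ FL2 mean versus row control · Controls – Peptide-free naked vesicles (low) and QL9 vesicles with 0.7% DMSO vehicle (high)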
PMI inhibitors – MPI enzyme activity inhibition – biochemical, fluorescence intensity, coupled assay, primary screen (AID 1209); purified PMI enzyme, coupled fluorescence intensity; higher % means a stronger effect; inhibition, % at 20 µM; hits with a dose series show IC50 in µM; actives 0.42% (n = 190,000);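 note: plate controls were DMSO vehicle for no effect and wells lacking substrate for full effect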
TNAP activation fold – stimulation of alkaline phosphatase TNAP activity – biochemical, luminescent, no phosphate acceptor, uHTS, primary screen (AID 1001); purified TNAP, luminescent activation assay, no phosphate acceptor; higher activation fold means a stronger effect; one-dose activation fold at 20 µM; EC50 in µM for titrated hits; actives 0.03% (n = 200,000); in the data active = activation fold from about 3, or a potency from the dose series; inactive = the rest, 99 in 100 with activation fold below about 1.6; note: many of its hits are not listed in these tables
Hep lipid drop – modulators of hepatic lipid droplet formation; AML12 mouse hepatocytes, oleate lipid droplets, BODIPY imaging; actives 0.4% (n = 240,000); inhibition, % at 6.5 µM;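 active = lipid droplet intensity inhibited by at least 50%, with more than 500 cells counted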
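material = mouse AML12 hepatocyte cell line, fixed after treatment | also added = 100 µM oleic acid challenge | doses = compound at 6.5 µM only | schedule = overnight exposure | technique = Image-based BODIPY and DAPI two-channel analysis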
Ins promoter up cell count – recorded beside Ins promoter up, whose call it bears; cell count; measured here: cytotoxicity, nuclei count;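 total cells summed across four imaged fields per well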
Hep lipid drop cells 6.5 µM – second read-out of Hep lipid drop, no call of its own (marks repeat the call); cell count; measured here: cell count, cytotoxicity flag;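 cells counted across two imaged fields per well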
bCat nuc transl cell count 5 µM – second read-out of bCat nuc transl, no call of its own (marks repeat the call); cell count; measured here: cell count, cytotoxicity flag
T cell modulator vesicle-bound % – second read-out of T cell modulator, no call of its own (marks repeat the call); double positive events, %; measured here: CD8+ vesicle-bound cell fraction;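 binding gate set so that unloaded-vesicle control wells show 10% double positive cells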
MT stabilizer Hoechst-high % – further read-out of MT stabilizer, marked with its call; % Hoechst-high responders; measured here: nuclear condensation Hoechst responders;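 share of cells brighter than vehicle mean plus two SD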
MT stabilizer cytotoxicity % – further read-out of MT stabilizer, marked with its call; toxicity, %; measured here: cytotoxicity by cell density;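 0% = mean cell density of plate MIN control wells and 100% = no cells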
Autophagy mod cell loss 18 h – further read-out of Autophagy mod, marked with its call; toxicity, %; measured here: cell loss, nuclei count;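 cell loss after 18 h compound exposure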
An asterisk follows results filed as active; i = inactive; . = not tested or not shown. Cut-off read from the data, not from the text of the source, unless noted: active = inhibition above about 50%; inactive = the rest.

no.	SMILES	MT stabilizer	bCat nuc transl	PMI inhibition	MT stabilizer Hoechst-high %	MT stabilizer cytotoxicity %	Ins promoter up	Hep lipid drop	Autophagy mod cell loss 18 h	TNAP activation fold	bCat nuc transl cell count 5 µM	Ins promoter up cell count	Hep lipid drop cells 6.5 µM	T cell modulator	T cell modulator vesicle-bound %	Autophagy mod	PMI inhibitors
1	C=CCn1c(C)c(C(C)=O)cc(NC(=O)c2ccccc2)c1=O	5.0	-1.8	-9%	3.6	7.9	-0.74	.	-5	1.1	1127	1298	.	i	57	i	-7%
2	Cc1cc(=O)oc2cc(OCC3CC(c4ccc(Br)cc4)=NO3)ccc12 (stereo not given)	20*	0.2	11%	14*	22*	-0.29	.	-1	1	1248	1579	.	i	59	i	6%
3	COC(=O)N/N=C/c1ccc(-c2ccc(C)c(Cl)c2)o1	3.9	3.4	6%	3.6	6.2	1.1	5	10	1	1068	1369	642	i	43	i	16%
4	OCC1CCCN(Cc2cn(Cc3ccccc3)nc2-c2cc3ccccc3o2)C1 (stereo not given)	1.7	-0.9	1%	2.4	12	-1.8	3	-1	1.1	1014	1413	718	i	31	i	-2%
5	CCOC(=O)c1ccc(NC(=O)CCC2COc3ccccc3O2)cc1 (stereo not given)	3.0	.	8%	2.4	9.5	.	.	5	1.1	.	.	.	i	14	i	14%
6	Fc1ccc(-n2nnc(-c3cnc4ccccc4c3)n2)cc1	1.8	-0.7	-2%	1.2	1.5	-0.91	-3	17	1.1	1108	1448	713	i	20	i	-10%
7	C=C(C)Cn1c(SCCCO)nc2c1c(=O)[nH]c(=O)n2C	2.5	-1.1	-2%	2.0	3.7	-0.4	.	-4	1.1	921	1216	.	i	31	i	-4%
8	O=C(CSc1nccn1-c1ccccc1)c1ccc(Cl)cc1	3.9	.	14%	2.8	5.9	.	.	18	1	.	.	.	i	52	i	13%
9	Cc1ccc(/C=N/n2c(-c3cccnc3)n[nH]c2=S)s1	1.8	-0.2	-16%	2.1	3.0	0.1	11	11	0.8	517	1234	637	i	45	i	-21%
10	Cc1cccc2cc(CN(Cc3ccc4c(c3)OCO4)Cc3nnnn3C3CCCC3)c(=O)[nH]c12	6.9	0.0	4%	1.6	11	-2.1	.	-30	1.1	939	938	.	.	.	i	4%
11	O=C(CSc1ccc(-c2ccccn2)nn1)NCc1ccccc1	2.3	-0.3	-31%	2.8	8.7	-0.24	3	-5	1.1	1069	1243	719	i	54	i	-22%
12	Cc1nn(-c2ccccc2)c(Cl)c1C(=O)NCc1cccs1	3.0	0.9	2%	1.4	3.4	-1.3	-37	20	1	1016	1363	634	i	46	i	5%
13	CCC(Sc1ncccc1C(=O)O)C(=O)N1CCCC1 (stereo not given)	1.7	0.4	-6%	1.1	5.0	.	0	-4	1.1	1190	.	751	i	10	i	-6%
14	CCn1c(C)[n+](CC)c2ccc(S(=O)(=O)NC)cc21	3.5	-0.3	20%	2.0	2.6	-0.24	-1	0	1.1	1550	1502	548	i	34	i	-16%
15	CCn1ccc(C(=O)NC2=NCCS2)n1	3.6	.	8%	3.4	3.5	-0.04	-3	-1	1	.	1226	709	i	48	i	5%
16	Cn1c(=O)c([N+](=O)[O-])c(N2CCN(Cc3ccc4c(c3)OCO4)CC2)c2ccccc21	.	-0.2	.	.	.	1.2	-23	.	.	1327	969	648	i	27	.	.
17	Cc1cccc(NC(=O)C2C3C=CC(C4CC34)C2C(=O)O)c1 (stereo not given)	3.1	4.2	14%	0.8	24	.	-7	0	1	538	.	778	i	49	i	5%
18	N#CCCN/N=C(\Cc1nc2ccccc2[nH]1)c1ccccc1	1.9	.	-5%	2.1	8.5	0.3	.	40	1.1	.	937	.	i	56	i	3%
19	CCOC(=O)c1ccc(NC(=O)N2CCN(c3ccccc3OC)CC2)cc1	2.5	0.5	7%	3.2	7.9	0.15	-4	7	1.1	1452	1374	727	i	53	i	6%
20	Cc1cc2c(c(=O)n1Cc1cccnc1)C(c1ccccc1)C(C#N)=C(N)O2 (stereo not given)	1.0	0.7	-8%	5.0	9.4	-0.47	.	3	1.1	1366	1651	.	i	11	i	-4%
21	Cn1c(CN2CCCC2)c(C#N)c2ccccc21	3.3	0.3	-6%	2.6	6.8	-0.21	1	-3	1.1	1517	1477	699	i	51	i	-5%
22	COc1ccccc1OCc1nc(-c2ccc([N+](=O)[O-])cc2)no1	3.3	-0.2	12%	3.1	6.7	0.3	-2	-1	1	558	1230	609	i	8	i	5%
23	COc1ccc(C2C(C(=O)N3CCN(c4ccccc4)CC3)c3ccccc3C(=O)N2C)cc1OC (stereo not given)	2.3	1.5	8%	1.6	3.0	0.49	18	1	1	987	1798	681	i	31	i	13%
24	CC(C)Nc1nc(NC(C)C)nc(N(C#N)C(C)C(=O)N(C)C)n1 (stereo not given)	2.5	-2.1	4%	1.3	3.3	0.05	-1	6	1	1076	1577	693	.	.	i	7%

Overlap with the part before: 3 compounds; new compounds follow.
no.	SMILES	MT stabilizer	bCat nuc transl	PMI inhibition	MT stabilizer Hoechst-high %	MT stabilizer cytotoxicity %	Ins promoter up	Hep lipid drop	Autophagy mod cell loss 18 h	TNAP activation fold	bCat nuc transl cell count 5 µM	Ins promoter up cell count	Hep lipid drop cells 6.5 µM	T cell modulator	T cell modulator vesicle-bound %	Autophagy mod	PMI inhibitors
22	COc1ccccc1OCc1nc(-c2ccc([N+](=O)[O-])cc2)no1	3.3	-0.2	12%	3.1	6.7	0.3	-2	-1	1	558	1230	609	i	8	i	5%
23	COc1ccc(C2C(C(=O)N3CCN(c4ccccc4)CC3)c3ccccc3C(=O)N2C)cc1OC (stereo not given)	2.3	1.5	8%	1.6	3.0	0.49	18	1	1	987	1798	681	i	31	i	13%
24	CC(C)Nc1nc(NC(C)C)nc(N(C#N)C(C)C(=O)N(C)C)n1 (stereo not given)	2.5	-2.1	4%	1.3	3.3	0.05	-1	6	1	1076	1577	693	.	.	i	7%
25	COc1ccc(/C=N/N2CCN(c3ccccc3OC)CC2)cc1OC	3.2	0.5	11%	1.5	5.0	0.06	-28	-23	1.1	1070	1745	691	i	1	i	12%
26	Cc1cc(C)c(C(N)=O)c(Nc2cccc3ccccc23)n1	3.1	-2.1	.	2.2	5.7	.	-1	-17	1.1	1150	.	756	i	34	i	.
27	Clc1ccc(-c2nnc(-c3cccc4ccccc34)o2)cc1Cl	.	-0.4	.	.	.	0.49	42	.	.	1421	875	688	i	16	.	.
28	CCOC(=O)c1c(-c2ccc(OC)cc2)csc1NC(=O)CSc1ncnc2sccc12	4.1	1.0	6%	1.9	4.2	-0.32	-44	4	1.1	880	1194	653	i	59	i	18%
29	O=C(NC(=S)Nc1ccccc1N1CCOCC1)c1ccc(-c2ccccc2F)o1	.	0.3	.	.	.	-1.8	0	.	.	1290	1061	706	i	28	.	.
30	CC(=O)NN1C(=O)/C(=C\c2ccccc2)SC1=S	3.5	0.1	-1%	1.7	2.3	-0.28	.	-21	1	1333	1557	.	i	32	i	-9%
31	N#CC1=C(N)Oc2n[nH]c(-c3cccs3)c2C1c1cccs1 (stereo not given)	1.3	6.2	7%	1.4	8.3	-0.55	7	3	1	1165	1338	755	i	44	i	23%
32	CN1/C(=C\C(=O)COC(=O)c2ccc([N+](=O)[O-])o2)C(C)(C)c2ccccc21	4.1	-2.7	38%	1.6	11	0.57	10	-1	1.1	1069	1180	701	i	54	i	7%
33	CCCCCCc1ccc(OCC(=O)OC)cc1OCC(=O)OC	0.9	.	8%	1.7	6.9	1.3	-1	0	1.2	.	747	826	i	26	i	19%
34	Cc1ccc(C2CC(c3ccccc3)=NN2C(=O)CSc2nnc(-c3ccc(Cl)cc3)o2)o1 (stereo not given)	3.4	-1.8	1%	1.5	10	-0.94	5	-7	1	1242	1138	687	i	44	i	5%
35	N#C/C(C(=S)Nc1ccccc1)=C1/NN=C(N2CCOCC2)N1c1ccccc1	7.6	-1.0	4%	2.2	7.5	-0.73	-34	16	1.1	998	1252	626	i	60	i	1%
36	CCOc1ccc(C(=O)Nc2ccc(N3CCN(C)CC3)cc2)cc1Br	9.2	3.2	-6%	3.7	1.5	-1.1	.	25	1	554	1268	.	i	56	i	-20%
37	Cn1c(CCCOc2ccc(Cl)cc2Cl)nnc1SCC(=O)Nc1cccc(F)c1	5.1	0.8	-2%	1.9	8.8	-0.51	4	-13	1.1	1069	1412	654	i	17	i	6%
38	CN(C)CCOC(=O)C1(c2ccccc2)CCCC1	5.6	.	2%	1.7	6.0	0.62	.	10	1	.	947	.	i	6	i	-6%
39	CCOC(=O)c1ccc(S(=O)(=O)N2CCN(CC(=O)NC(=O)NC(C)(C)C)CC2)cc1	2.5	1.5	2%	1.5	9.3	0.9	-21	-7	1	1140	909	692	i	45	i	0%
40	O=c1c2ccccc2nc(/C=C/c2c[nH]c3ccccc23)n1CCO	3.7	-1.1	8%	1.1	20	-0.15	-1	9	1.1	956	1331	658	i	24	i	3%
41	COc1ccc(-c2csc(NC(=O)CN3C(=O)CCC3=O)n2)cc1OC	6.5	3.6	-10%	2.8	6.1	-0.36	1	5	1.2	934	1333	620	i	44	i	-5%
42	O=C(Cc1ccc(Br)cc1)N1CCN(c2ccccn2)CC1	2.7	-3.8	-10%	2.3	5.8	0.43	-41	-3	1.1	527	1378	682	i	40	i	-13%
43	COC(=O)C1CSC(C)(C)C(=O)N1 (stereo not given)	1.4	-4.0	1%	2.0	5.3	0.07	4	1	1.1	1139	1641	726	i	35	i	-2%
44	O=C(Nc1cccnc1)c1ccc(NS(=O)(=O)c2cccc([N+](=O)[O-])c2)cc1	5.4	1.0	-5%	2.5	3.1	-0.22	-10	-6	1	1077	1035	694	i	60	i	-20%
45	C=CCOc1c2ccc(C(=O)NCc3ccc(OC)cc3)cc2nn1C	2.5	0.0	3%	2.0	7.7	-0.37	.	14	1.1	1261	1530	.	i	31	i	3%
46	Cc1ccc(-n2c(-c3ccco3)nc3c(cnn3-c3ccccc3C)c2=O)cc1	2.8	.	3%	2.6	8.6	0.3	.	-1	1.1	.	978	.	i	34	i	9%

Screens as filed in PubChem.
